# GSTO1 counter – inhibitors of recombinant GSTO1, primary screen, counter-screen for RBBP9 inhibitor project, biochemical, fluorescence polarization; Glutathione S-transferase omega-1 (Homo sapiens), P78417; activity-based probe fluorescence polarization; inhibition, % at 5.96 µM; 300,000 tested, 1.1% active; AID 1974, 2009;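 active = inhibition above the campaign mean inhibition plus 3 SD, cut at about 35% in these data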;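 note: 0% = GSTO1-1 with DMSO and 100% = wells lacking GSTO1-1 enzyme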
# Target sequence (P78417 whole entry, looked up): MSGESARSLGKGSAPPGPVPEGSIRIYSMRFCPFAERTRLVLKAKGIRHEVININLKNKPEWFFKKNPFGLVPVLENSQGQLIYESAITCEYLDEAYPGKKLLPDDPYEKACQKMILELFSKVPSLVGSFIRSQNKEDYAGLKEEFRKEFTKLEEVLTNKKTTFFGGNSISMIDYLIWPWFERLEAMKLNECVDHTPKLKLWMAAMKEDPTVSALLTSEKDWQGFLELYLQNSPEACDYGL
# PAFAH1B2 FP inh – PAFAH1B2 enzyme inhibitors, primary screen, biochemical, fluorescence polarization, human | Platelet-activating factor acetylhydrolase IB subunit alpha2 (Homo sapiens), P68402 | recombinant PAFAH1B2, FP-rhodamine activity probe | inhibition, % at 3.39 µM | 340,000 tested, 1.2% active | AID 492953, 2010;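 active = inhibition above the mean of all tested compounds plus 3 SD, cut at about 24% in these data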;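 note: 0% = enzyme with DMSO and 100% = wells lacking PAFAH1B2; many of its hits are not listed in these tables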
# PAFAH1B3 FP inh – PAFAH1B3 enzyme inhibitors, primary screen, biochemical, fluorescence polarization, human; recombinant PAFAH1B3, FP-rhodamine probe; inhibition, % at 3.39 µM; 340,000 tested, 0.28% active;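 active = inhibition above the screen-wide average of all tested compounds plus 3 SD, cut at about 25% in these data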;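 note: 0% = enzyme with DMSO only and 100% = wells lacking PAFAH1B3 protein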
# Target sequence (Q15102 whole entry, looked up): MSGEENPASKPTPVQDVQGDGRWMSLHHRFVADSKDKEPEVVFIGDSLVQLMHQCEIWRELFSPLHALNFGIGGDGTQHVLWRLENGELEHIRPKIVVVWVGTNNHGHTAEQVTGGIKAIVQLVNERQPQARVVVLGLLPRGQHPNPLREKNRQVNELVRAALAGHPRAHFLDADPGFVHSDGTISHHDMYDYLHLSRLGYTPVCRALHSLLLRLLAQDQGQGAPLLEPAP
# PME-1 primary – PME-1 inhibitors via competitive probe labeling, primary screen, biochemical, fluorescence polarization, FP-Rh probe, HTS; 320,000 tested, 0.53% active; AID 2130, 2009; Protein phosphatase methylesterase 1 (Homo sapiens), Q9Y570; inhibition, % at 5.9 µM; recombinant PME-1;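 active = inhibition above the campaign mean of all compounds plus 3 SD, cut at about 26% in these data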;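 note: competitive labeling of PME-1 active site by serine hydrolase directed probe; 0% = PME-1 with DMSO and 100% = wells lacking PME-1 enzyme; inhibitors block probe labeling so polarization falls and inhibition rises; many of its hits are not listed in these tables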
# Target sequence (Q9Y570 whole entry, looked up): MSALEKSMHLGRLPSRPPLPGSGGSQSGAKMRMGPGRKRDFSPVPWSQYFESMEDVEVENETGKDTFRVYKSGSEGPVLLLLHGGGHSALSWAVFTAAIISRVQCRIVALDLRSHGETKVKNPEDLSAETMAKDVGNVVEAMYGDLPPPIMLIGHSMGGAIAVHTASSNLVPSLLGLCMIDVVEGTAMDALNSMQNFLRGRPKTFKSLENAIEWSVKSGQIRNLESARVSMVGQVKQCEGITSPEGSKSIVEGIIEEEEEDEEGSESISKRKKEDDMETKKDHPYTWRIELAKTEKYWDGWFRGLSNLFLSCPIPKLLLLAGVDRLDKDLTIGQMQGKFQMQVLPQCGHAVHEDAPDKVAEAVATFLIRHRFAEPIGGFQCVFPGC
# PAD4 inh – human PAD4 inhibitors, primary screen, biochemical, fluorescence polarization, 1536-well format; 330,000 tested, 0.41% active; recombinant PAD4, RCA probe fluorescence polarization; inhibition, % at 6.36 µM; AID 485272, 2010;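 active = percent inhibition above a cutoff equal to the mean of all tested compounds plus 3 SD, cut at about 15% in these data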;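 note: 0% = PAD4 with RCA probe and DMSO and 100% = probe without PAD4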
# Fam108B counter – mouse Fam108B serine hydrolase inhibitors, primary screen, counter-screen for RBBP9 inhibitor project, biochemical, fluorescence polarization; inhibition, % at 9.51 µM; 300,000 tested, 0.33% active; recombinant Fam108B, FP-Rh probe fluorescence polarization; AID 1947, 2009;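 active = inhibition above the screen mean inhibition plus 3 SD, computed separately per campaign, cut at about 18% in these data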;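 note: inhibitors lower polarization as less probe binds the enzyme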
# LYPLA1 counter – LYPLA1 inhibitors, primary screen, counter-screen for PME1 inhibitor project, biochemical, fluorescence polarization, FP-Rh probe ABPP | Acyl-protein thioesterase 1 (Homo sapiens), O75608 | recombinant LYPLA1 | inhibition, % at 5.9 µM | 320,000 tested, 0.16% active | AID 2174, 2009;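 active = inhibition above the mean of all tested compounds plus 3 SD, set per campaign, cut at about 14% in these data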;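 note: inhibitors block serine hydrolase probe labeling of LYPLA1 so polarization falls; 0% = enzyme with DMSO and 100% = wells lacking LYPLA1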
# Target sequence (O75608 whole entry, looked up): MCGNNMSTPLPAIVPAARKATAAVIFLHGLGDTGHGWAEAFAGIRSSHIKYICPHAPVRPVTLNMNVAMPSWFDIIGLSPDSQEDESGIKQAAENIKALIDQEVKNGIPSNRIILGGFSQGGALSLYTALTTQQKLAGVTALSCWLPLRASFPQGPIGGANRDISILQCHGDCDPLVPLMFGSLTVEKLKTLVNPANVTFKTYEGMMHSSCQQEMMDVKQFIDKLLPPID
# pPAFAH inh – pPAFAH enzyme inhibitors, primary screen, biochemical, fluorescence polarization, human; Platelet-activating factor acetylhydrolase (Homo sapiens), Q13093; recombinant pPAFAH, FP-rhodamine probe fluorescence polarization; 330,000 tested, 1.5% active; inhibition, % at 3.39 µM; AID 463082, 2010;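 active = inhibition above the mean inhibition across the screen plus 3 SD, cut at about 25% in these data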;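 note: inhibitors block binding of the rhodamine activity-based probe so polarization drops; 0% = enzyme with DMSO and 100% = wells lacking pPAFAH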
# PAFAH2 inh – PAFAH2 enzyme inhibitors, primary screen, biochemical, fluorescence polarization, human; Platelet-activating factor acetylhydrolase 2, cytoplasmic (Homo sapiens), Q99487; recombinant PAFAH2, FP-rhodamine activity probe; inhibition, % at 3.39 µM; 340,000 tested, 0.99% active; AID 492956, 2010;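 active = inhibition above the mean over all tested compounds plus 3 SD, cut at about 30% in these data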;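 note: inhibitors block probe labeling of enzyme so polarization drops; 0% = enzyme with DMSO and 100% = wells lacking PAFAH2 protein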
# * marks the source's active call; other numbers are inactive results; / = not tested or not shown. An excerpt (hit frequency here may not be typical).
SMILES,GSTO1 counter,PAFAH1B2 FP inh,PAFAH1B3 FP inh,PME-1 primary,PAD4 inh,Fam108B counter,LYPLA1 counter,pPAFAH inh,PAFAH2 inh
O=c1[nH]c(-c2ccc3c(c2)OCO3)nc2c1sc(=S)n2-c1ccccc1,-6,1,0,2,2,-4,3,11,-1
Cc1cc(=O)n(C(NC(=O)c2ccccc2)C(=O)c2ccccc2)cn1 (stereo not drawn),3,-1,-5,0,0,-4,-2,-1,1
O=C(Nc1ccccc1C(F)(F)F)c1cc(S(=O)(=O)N2CCOCC2)ccc1F,4,3,3,-1,-2,-3,-3,1,-3
Cn1c(-c2ccc(F)cc2)cnc1SCC(=O)NNC(=O)Cc1ccccc1,3,/,/,-7,-4,-2,0,-1,/
Cc1cc2c(NC(=O)Nc3ccc(C(C)(C)C)cc3)cccc2nn1,-32,8,-6,-34,1,-38,-38,2,-13
CCCCC(CC)C(=O)Nc1ccc(Nc2ccccc2)cc1 (stereo not drawn),1,2,10,7,3,3,0,12,11
Cc1cc(C)n(-c2nc3ccccc3c(=O)n2OCC(C)C)n1,6,-2,-2,-4,-1,-1,0,7,-4
CC(=O)Nc1cccc(C(=O)N/N=C/c2ccccc2F)c1,3,-1,4,0,6,2,-1,1,-8
CSc1ccc(/C=C/c2cc(=O)c3ccccc3[nH]2)cc1,0,1,1,-28,-4,-2,-1,0,-2
C(=N\N(c1ccccc1)c1ccccc1)/c1ccc(N2CCOCC2)s1,2,1,1,4,0,8,-4,11,-2
COc1ccc(C2CC(c3ccc(C)cc3)Nc3nc(N)nn32)cc1 (stereo not drawn),-4,2,5,-10,-5,-2,-1,1,-4
Cc1ccc(/C=N/NC(=O)CCSc2ccccc2)cc1,-5,0,-5,-8,-3,-4,4,6,0
CCCc1c(C(=O)N/N=C(\C)CCc2ccc(OC)cc2)nnn1-c1nonc1N,0,2,1,-2,-1,-3,2,3,-4
O=C(Nc1cc(S(=O)(=O)N2CCOCC2)ccc1N1CCCC1)c1cc(=O)[nH]c2ccccc12,5,3,4,-4,-2,6,2,2,-4
Cc1csc(SCC(=O)Nc2oc(C)c3c(C)n[nH]c(=O)c23)n1,-2,9,7,5,4,2,-3,-1,0
COc1cc(/C=N/N=C(\N)c2nonc2N)cc(OC)c1OC,6,/,/,-1,2,-2,0,4,/
Cc1ccc(NC(=O)CSc2nc3ccccc3c(=O)n2CC2CCCO2)cc1 (stereo not drawn),-2,0,-5,3,-6,-3,2,-5,-5
O=c1ccc2c(-c3ccccc3S(=O)(=O)O)c3ccc(O)c(O)c3oc-2c1O,/,27*,14,-44,-12,/,-24,70*,74*
O=C(CN(CCc1ccccc1)S(=O)(=O)c1ccc(Br)cc1)N/N=C/c1ccc2c(c1)OCO2,2,3,11,0,2,5,-1,-7,4
C=CCN(Cc1cccc(OC)c1OC)C(=O)Oc1ccccc1,/,4,1,-2,-3,/,2,6,-1

# 3 compounds already listed, sorted by the number in PAD4 inh, ascending:
smiles | PAFAH1B2 FP inh | PAFAH1B3 FP inh | PME-1 primary | PAD4 inh | pPAFAH inh | PAFAH2 inh
Cn1c(-c2ccc(F)cc2)cnc1SCC(=O)NNC(=O)Cc1ccccc1 | / | / | -7 | -4 | -1 | /
O=C(Nc1ccccc1C(F)(F)F)c1cc(S(=O)(=O)N2CCOCC2)ccc1F | 3 | 3 | -1 | -2 | 1 | -3
Cc1cc(C)n(-c2nc3ccccc3c(=O)n2OCC(C)C)n1 | -2 | -2 | -4 | -1 | 7 | -4

# Following part.
SMILES,GSTO1 counter,PAFAH1B2 FP inh,PAFAH1B3 FP inh,PME-1 primary,PAD4 inh,Fam108B counter,LYPLA1 counter,pPAFAH inh,PAFAH2 inh
Cc1nn(-c2ccccc2)c(C)c1C(=O)N1CCN(S(=O)(=O)c2ccccc2)CC1,/,0,5,5,-1,/,4,0,-2
Cc1cc(N/N=C/c2cccc([N+](=O)[O-])c2)nc(-n2nc(C)cc2C)n1,1,-3,12,1,2,-2,-1,0,-6
Cc1cccn2c(=O)c(C=O)c(Sc3ncccn3)nc12,3,4,3,6,6,0,0,1,-1
CC1=C(C(=O)N2CCOCC2)C(c2c(C)cc(C)cc2C)NC(=S)N1 (stereo not drawn),1,3,8,2,-2,0,0,0,6
C=CCNC(=O)C(=O)NCCOc1ccccc1Cl,-7,5,8,8,0,0,-2,2,3
COc1ccc(CCSc2nnc(C3CCCCC3)n2N)cc1,6,-1,-3,1,2,0,-1,5,-2
C/C(Nc1cccc(F)c1)=C(/C#N)C(N)=O,4,2,11,2,-3,-5,1,3,1
CCOC(=O)C1(C(F)(F)F)N=C(c2cccnc2)OC(N2CCCCC2)=N1 (stereo not drawn),-1,8,6,9,2,3,-1,3,12
COc1cccc(C=Nc2ccc(N3CCOCC3)cc2)c1O,5,0,-2,-2,3,-3,0,7,1
CN(C)c1ccc(P(=O)(OC2CCCCC2)C(O)c2ccccn2)cc1 (stereo not drawn),1,4,5,0,0,-1,2,1,6
Cc1cc(N2CCN(C)CC2)nc2ccc(NC(=O)CCC(=O)NCCCOC(C)C)cc12,2,7,8,-4,-1,4,1,5,-3
COc1ccc(S(=O)(=O)NCCCCOc2ccc(Cl)cc2)cc1,20,7,7,0,0,-6,-3,11,-4
COc1ccc(CNC(=O)CSc2nnc3c(Cl)cc(C(F)(F)F)cn23)cc1OC,-3,-4,7,-4,-3,8,4,4,-4
O=[N+]([O-])c1ccc2c(c1)C(N1CCOCC1)/C(=C/C1(O)CCCCC1)O2 (stereo not drawn),2,-2,6,-1,3,-4,1,1,-5
CS(=O)(=O)c1ccc(Cl)c(NC(=O)CSc2nc3ccccc3c(=O)n2CCCN2CCOCC2)c1,2,4,8,4,-1,0,0,3,-1
CCOc1ccc2nc(NC(NC(C)=O)(C(=O)OC)C(F)(F)F)sc2c1 (stereo not drawn),3,-1,-3,2,3,1,-4,1,3
CC(=O)NCCC(=O)Nc1cc(S(=O)(=O)N2CCOCC2)ccc1Oc1ccc(F)cc1,3,3,6,-2,-3,-3,-1,5,2
COc1ccc(-n2nnnc2-c2nc3ccccc3s2)cc1,0,2,7,7,4,-5,-5,-4,-3
CSCc1ccc(C(=O)NCc2ccc(F)cc2)cc1,10,4,-1,-3,-3,-2,2,6,2
CCN(C(=O)CCc1nnc2ccc(N3CCC4(CC3)OCCO4)nn12)c1ccccc1,-7,-4,8,2,1,2,4,4,6
CCN(C(=O)CSc1nc2cc(S(=O)(=O)N(CC)CC)ccc2o1)C1CCS(=O)(=O)C1 (stereo not drawn),5,9,3,4,7,4,0,6,-5
CC(=O)NCCC(=O)Nc1cc(F)ccc1C,3,8,4,-1,-2,3,5,5,-3
COc1ccc(OC)c(NC(=O)COC(=O)c2nc(Cl)ccc2Cl)c1,3,5,2,-5,-6,-3,0,10,3
Cc1ccccc1CN1C(=O)c2ccccc2Sc2ccc(C(=O)NCCN3CCOCC3)cc21,-6,-3,20,2,2,5,0,-5,3
COC(=O)c1ccc(COn2nnc3ccccc32)cc1,28,8,10,-5,-5,0,2,9,8
O=C1c2ccccc2S(=O)(=O)c2cc(N3CCN(C(=O)c4ccccc4)CC3)ccc21,-1,/,/,-1,-1,-2,0,2,/
O=C(c1ccc(C(F)(F)F)cc1)C1CCCN(C(=O)CCn2cncn2)C1 (stereo not drawn),6,1,2,-5,2,1,0,-2,9
O=C(O)C1C2CCC(O2)C1C(=O)Nc1ccc(Br)cc1F (stereo not drawn),5,-1,-1,-5,-3,-3,-1,-5,-3
CC(C)(C)NC(=O)CSc1ccc(S(=O)(=O)N2CCOCC2)cn1,/,2,2,-8,-1,/,-18,2,0
O=C(OCC(=O)c1ccc(Cl)s1)c1cnccn1,7,3,2,-7,-5,0,-4,26*,8
CCCCN(C(=O)c1nn(C)c(=O)c2ccccc12)c1c(N)n(CC(C)C)c(=O)[nH]c1=O,/,0,9,-6,2,/,-2,-2,0
O=[N+]([O-])c1cccc(CSc2nc3ccccc3[nH]2)c1,-3,-2,1,-7,-3,1,0,-4,9
Cc1cccc(N2CCN(C(=O)c3cc4ccccc4oc3=O)CC2)c1C,-3,1,10,2,1,-4,2,-1,0
COc1ccccc1NS(=O)(=O)c1cc(NC(=O)c2sc3cc(Cl)ccc3c2Cl)ccc1C,-2,4,7,-3,0,1,-3,3,-3
O=C(COC(=O)CCC(=O)c1ccccc1)NNC(=O)c1ccc(Cl)cc1,1,3,2,-1,2,0,1,12,11
COc1cc(NS(=O)(=O)c2cn(C)cn2)cc(OC)c1OC,-9,6,11,1,-2,1,2,-1,7
CCOC(=O)Cn1c(=O)oc2cc(S(=O)(=O)N3CCCC(C(=O)OCC)C3)ccc21 (stereo not drawn),-6,2,6,-7,0,-2,2,-5,0
COc1ccc(S(=O)(=O)N2CCOCC2)cc1NC(=O)CN1CCC(Cc2ccccc2)CC1,3,1,2,8,4,0,3,2,6
COC(=O)CC1COc2ccccc2N1C(=O)c1ccc(C(C)(C)C)cc1 (stereo not drawn),2,7,3,3,-3,7,0,8,-1

# Grouped by structure, the compounds so far containing fluorine (12)
SMILES,GSTO1 counter,PAFAH1B2 FP inh,PAFAH1B3 FP inh,PME-1 primary,PAD4 inh,Fam108B counter,LYPLA1 counter,pPAFAH inh,PAFAH2 inh
O=C(Nc1ccccc1C(F)(F)F)c1cc(S(=O)(=O)N2CCOCC2)ccc1F,4,3,3,-1,-2,-3,-3,1,-3
Cn1c(-c2ccc(F)cc2)cnc1SCC(=O)NNC(=O)Cc1ccccc1,3,/,/,-7,-4,-2,0,-1,/
CC(=O)Nc1cccc(C(=O)N/N=C/c2ccccc2F)c1,3,-1,4,0,6,2,-1,1,-8
C/C(Nc1cccc(F)c1)=C(/C#N)C(N)=O,4,2,11,2,-3,-5,1,3,1
CCOC(=O)C1(C(F)(F)F)N=C(c2cccnc2)OC(N2CCCCC2)=N1 (stereo not drawn),-1,8,6,9,2,3,-1,3,12
COc1ccc(CNC(=O)CSc2nnc3c(Cl)cc(C(F)(F)F)cn23)cc1OC,-3,-4,7,-4,-3,8,4,4,-4
CCOc1ccc2nc(NC(NC(C)=O)(C(=O)OC)C(F)(F)F)sc2c1 (stereo not drawn),3,-1,-3,2,3,1,-4,1,3
CC(=O)NCCC(=O)Nc1cc(S(=O)(=O)N2CCOCC2)ccc1Oc1ccc(F)cc1,3,3,6,-2,-3,-3,-1,5,2
CSCc1ccc(C(=O)NCc2ccc(F)cc2)cc1,10,4,-1,-3,-3,-2,2,6,2
CC(=O)NCCC(=O)Nc1cc(F)ccc1C,3,8,4,-1,-2,3,5,5,-3
O=C(c1ccc(C(F)(F)F)cc1)C1CCCN(C(=O)CCn2cncn2)C1 (stereo not drawn),6,1,2,-5,2,1,0,-2,9
O=C(O)C1C2CCC(O2)C1C(=O)Nc1ccc(Br)cc1F (stereo not drawn),5,-1,-1,-5,-3,-3,-1,-5,-3

# From PubChem
